# sdo1 growth = sdo1-depleted yeast growth rescue; S. cerevisiae sdo1-depleted JHY4D growth rescue, OD600 30 h; stronger effect = higher value; pdr5 snq2 efflux-pump mutant strain; z-score at 10 µM; 140,000 compounds, 0.21% hits; AID 817;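 active = z-score above 3 at both the 24 hr and the 30 hr optical density reads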;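 also: z-score against mean and SD of all compound wells on the same plate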
# INS promoter inh = TRM-6 insulin promoter activity inhibition | TRM-6 cells (human fetal islet line), insulin promoter-eGFP reporter, imaging; reporter expression induced with tamoxifen | inhibition, % at 2 µM | 130,000 compounds, 0.9% hits | AID 1273;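 active = inhibition above the mean plus 3 SD, with well images judged a real hit on visual review, cut at about 60% in these data, passing the limit was not always enough; inconclusive = inhibition over the cutoff but images rejected on review; inactive = inhibition not above the cutoff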
# sdo1 growth Rescue 24 h = further read-out of sdo1 growth, marked with its call; z-score; S. cerevisiae sdo1-depleted JHY4D growth rescue, OD600; measured here: growth rescue at 24 h;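 0 is the plate mean of compound wells and units are plate SD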
# * hit, by the source's call; ? = inconclusive; . = no result given; & = joins results of further samples; [ ] = another dose, or the depositor's remark.
# Results follow in this order: sdo1 growth, sdo1 growth Rescue 24 h, INS promoter inh
- Cc1cc2nc(SCCOC(=O)Nc3cccc(Cl)c3)nc(C)c2cc1C
→ -0.42, 0.65, -48.5
- COc1ccc(NC(=O)CC2C(=O)N(c3ccc(OC)cc3)C(=O)N2CCN2CCN(C)CC2)cc1 (stereo not given)
→ 0.71, 0.48, -33.3
- O=c1/c(=C/c2ccc(O)cc2)sc2nc3cc(Br)cnc3n12
→ ., ., -40.0
- COc1ccc(/C=N/NC(=O)CN(C2=NS(=O)(=O)c3ccccc32)c2ccccc2)cc1OC
→ 1.52, 2.08, -13.8
- COC(=O)Cc1cc(=O)n(-c2nc3ccccc3s2)[nH]1
→ 0.71, -0.03, -22.2
- CC(Sc1nnc(-c2ccc(Cl)cc2Cl)n1Cc1ccccc1)C(=O)Nc1nccs1 (stereo not given)
→ -1.84, -0.98, 5.4
- O=C1OCCC1Sc1nnc(-c2ccc(O)cc2)o1 (stereo not given)
→ -0.03, -0.54, 27.0
- CCCC(=O)Nc1cc(C)c(NC(=O)C23CC4CC(CC(C4)C2)C3)cn1
→ -1.17, -1.33, 57.1
- O=[N+]([O-])c1cccnc1N1CCN(c2ccccc2F)CC1
→ ., ., 27.8
- COc1cccc(OCC(=O)NNC(=O)Cc2cccs2)c1
→ 0.48, 0.38, -16.7
- Cc1ccc(-c2csc3ncnc(NCCN4CCOCC4)c23)cc1
→ -0.63, -0.71, 29.4
- CCOC(=O)N1CCN(C(=O)CC(C(=O)N2CCc3ccccc32)n2ccnc2)CC1 (stereo not given)
→ 1.94, 0.96, .
- CC(=O)Nc1ccc(S(=O)(=O)Nc2nc3ccccc3nc2Nc2ccc3ccccc3c2)cc1
→ -1.13, 0.19, 29.6
- CCCN1C(=O)/C(=C2\SC(N3CCCCC3)=NC2=O)c2ccccc21
→ -1.61, -0.27, .
- O=C(COc1ccccc1)N1CCN(c2ccccc2)CC1
→ 0.37, -0.4, -7.7
- O=C(Cc1c[nH]c2ccccc12)N/N=C/c1ccc(F)cc1
→ 1.1, 0.75, 18.2
- COC(=O)c1[nH]c2cccc(C)c2c1NC(=O)CN1CCN(c2ccccc2OC)CC1
→ 0.04, 0.31, -9.1
- CC(=O)Nc1ccc(S(=O)(=O)N2CCSC2c2ccc(C)cc2)cc1 (stereo not given)
→ -0.08, 0.79, 30.8
- CC1(C)C=C(c2ccc(C=O)s2)CC(C)(C)N1C=O
→ 0.38, -0.2, 17.2
- NC(=O)CNC(=O)[C@@H]1CC2(CC(c3cccc(Br)c3)=NO2)CN1C(=O)c1ccc(Br)cc1 (stereo not given in full)
→ -0.29, -0.78, .
- CSc1ccc(/C=C/c2cc(=O)c3ccccc3[nH]2)cc1
→ -1.11, -0.27, 44.1
- CCOc1ncccc1C(=O)Nc1cccc(C(=O)Nc2cccc(S(=O)(=O)CCO)c2)c1
→ 0.81, 0.87, .
- Cc1oc(-c2ccccc2)nc1CS(=O)CC(=O)N1CCc2ccccc2C1 (stereo not given)
→ -0.52, -0.74, .
- Cc1cc(C(=O)N2CCC(Cc3ccccc3)CC2)ccc1[N+](=O)[O-]
→ -1.52, -1.01, 20.8
- CC1(C)Cc2c(cnn2-c2ccccc2)C(=O)/C1=N\NC(=O)c1ccncc1
→ ., ., -131.2
- O=C(CSc1nnc(-c2ccccc2O)o1)Oc1ccc(OCc2ccccc2)cc1
→ -0.41, 0.69, .
- Cc1onc(-c2ccccc2)c1C1=N/C(=C\c2ccccc2F)C(=O)O1
→ ., ., -36.4
- Cc1ccc(C(=O)OCC(=O)NCC2CCCO2)c(C)c1 (stereo not given)
→ ., ., -6.7
- CCOc1ccc(Br)cc1S(=O)(=O)Nc1cccc(S(=O)(=O)N(C)C)c1
→ -0.88, -0.43, -25.5
- O=C1NCCc2c1[nH]c1c(Cl)ccc(Cl)c21
→ -1.39, -0.96, 3.0
- O=C(CSc1nnc(-c2ccccc2)o1)NC1CCS(=O)(=O)C1 (stereo not given)
→ 1.55, 1.8, .
- CCOC(=O)C1CCN(c2nc3ccccc3nc2C(C#N)C(=O)NCCc2ccccc2)CC1 (stereo not given)
→ -0.52[6 µM], -0.38, .
- C=CCn1c(COc2ccc3c(c2)CCCC3)nnc1SCC(=O)Nc1cccc(SC)c1
→ -1.48, -0.81, .
- CC1=C(C(=O)N2CCOCC2)C(c2ccccc2F)C2=C(CCCC2=O)N1 (stereo not given)
→ 1.66, 0.06, -25.0
- CCOc1cc(S(=O)(=O)N2CC=C(c3ccc(F)cc3)CC2)c(OCC)cc1-n1cnnn1
→ -1.08, -0.2, -109.1
- C=CCn1c(SCc2csc(C)n2)nc2sc3c(c2c1=O)CCC(C)C3 (stereo not given)
→ 0.29, 0.9, -106.2
- COc1cccc(OCCNc2cc(Cl)ccc2[N+](=O)[O-])c1
→ -0.03, 0.09, 78.3*
- COc1ccc2[nH]c(=O)c(CNc3ccccc3)cc2c1
→ -0.1, -0.3, 17.1
- Fc1cccc(Cl)c1CSc1nnc(CN2CCOCC2)n1-c1ccccc1
→ 0.9, 1.25, -5.4
- CC(C(=O)c1ccc(-c2ccccc2)cc1)[n+]1ccccc1 (stereo not given)
→ 1.95, 0.29, .
- CCCCCCCCS(=O)C1CCS(=O)(=O)C1 (stereo not given)
→ 0.63, -0.55, 26.3
- O=c1sc(Nc2ccccc2)nc2ccsc12
→ -1.01, -1.22, 35.5
- COC(=O)C1CCN(C(=O)COC(=O)Cc2c[nH]c3ccccc23)CC1
→ 0.15, 0.28, .
- COc1ccc(C(=O)N/N=C/C(C)c2ccccc2)cc1OC (stereo not given)
→ 0.43, 0.53, 20.9
- CCCOc1ccc(C(=O)NC(=S)Nc2nc3ccccc3s2)cc1
→ -0.24, -0.13, .
- NNC1=N[C@H]2CS(=O)(=O)C[C@H]2S1
→ 0.98, 1.35, .
- O=C(c1cccs1)n1nc(-c2ccc(Cl)cc2)nc1NCc1ccco1
→ -2.22, -1.66, -31.4
- CCN(c1ccccc1)S(=O)(=O)c1cc(C(=O)Nc2ccccc2Cl)ccc1F
→ -1.08, -1.44, 28.1
- COc1ccc(C(=O)CC(Nc2ccc([N+](=O)[O-])cc2)c2ccc(Cl)cc2)cc1 (stereo not given)
→ 0.03, 1.07, 33.3
- CCn1cc(CCC(=O)O)c(C)n1
→ ., ., -54.5
- Cc1nn(CC(=O)NCc2cccc3ccccc23)c(=O)c2ccccc12
→ 0.02, 1.21, 27.8
- O=C(NC1=NCCS1)c1ccncc1
→ 0.44, 0.14, .
- CCN(CC)S(=O)(=O)c1ccc(C)c(NC(=O)c2cc(C)oc2C)c1
→ ., ., 28.6
- CCOC(=O)c1c(C)[nH]c(C)c1C(=O)COC(=O)c1c(OC)cccc1OC
→ -0.1, 0.75, 13.3
- COc1cc(NC(=O)CN2C(=O)c3ccccc3C2=O)c(C(=O)O)cc1OC
→ 0.35, -0.01, 0.0
- Cc1ccc(N(C)C(=O)N2CCN(c3ccccn3)CC2)cc1
→ -0.57, -0.53, .
- CC(C)C(=O)NCCc1nc2ccccc2n1CCOc1ccccc1
→ 0.53, -0.15, .
- COc1ccccc1-n1cnc2cc(NCc3ccccn3)ccc21
→ 0.58, 0.35, 16.7
- Cc1ccccc1Cn1c(=O)n(CCCC(=O)NCc2ccco2)c(=O)c2sccc21
→ -0.17, 0.22, -29.0
- Cc1ccc([N+](=O)[O-])cc1NC(=O)CN(C(=O)c1ccccc1Cl)C1CCCCC1
→ -1.32, -1.84, 0.0

# Single entries from the list:
# CCOc1cc(S(=O)(=O)N2CC=C(c3ccc(F)cc3)CC2)c(OCC)cc1-n1cnnn1 in sdo1 growth: -1.08
# CC(C(=O)c1ccc(-c2ccccc2)cc1)[n+]1ccccc1 (stereo not given) in sdo1 growth Rescue 24 h: 0.29

# Back to the main list, repeating the 2 entries before the break.
# Results follow in this order: sdo1 growth, sdo1 growth Rescue 24 h, INS promoter inh
- Cc1ccccc1Cn1c(=O)n(CCCC(=O)NCc2ccco2)c(=O)c2sccc21
→ -0.17, 0.22, -29.0
- Cc1ccc([N+](=O)[O-])cc1NC(=O)CN(C(=O)c1ccccc1Cl)C1CCCCC1
→ -1.32, -1.84, 0.0
- CC1=NN(c2ccccc2)C(=O)/C1=C/C=C/C=C/N(C)C
→ ., ., -47.1
- CCOc1ccc(-n2c(C)nc3cc(C(=O)NCc4ccco4)ccc32)cc1
→ -1.39, -1.15, -13.3
- CCCCOCC(O)Cn1c(C)nc2ccccc21 (stereo not given)
→ -0.11, -0.29, 2.9
- COc1ccc(Br)cc1CN(C)CC(=O)Nc1cc([N+](=O)[O-])ccc1OC
→ -0.89, -0.61, .
- COc1ccc(C2CC(c3ccc(C)cc3)Nc3ncnn32)cc1 (stereo not given)
→ -0.45, -0.69, .
- CC(=O)NC(c1ccc(F)cc1)c1cccnc1 (stereo not given)
→ 1.01, 0.81, 0.0
- O=c1c2cccc3c2c(nn1CN1CCOCC1)-c1ccccc1-3
→ -0.04, -1, 31.2
- COc1ccc(N(C(=O)CNC(=O)c2cccs2)C(C(=O)NCC2CCCO2)c2ccccc2)cc1 (stereo not given)
→ ., ., -50.0
- C/C(=C\C(=O)c1cccnc1)Nc1ccc(C)c(C)c1
→ -0.3, -0.76, 85.7*
- CC(C)OP(=O)(OC(C)C)C1(O)C(=O)Nc2ccc(Br)cc21 (stereo not given)
→ -0.05, 0.02, -6.9
- C/C(=N\NC(=O)COc1ccc(C(C)(C)C)cc1)c1ccc(-n2ccnc2)cc1
→ -2.04, -1.91, .
- COc1ccccc1N/C(N)=N/c1nc(CSc2nc3ccccc3s2)cc(=O)[nH]1
→ -0.23, 0.67, -14.7
- c1ccc(Nc2nc(N3CCOCC3)c3ccccc3n2)cc1
→ -0.2, -0.78, 26.7
- Brc1ccc2c(c1)OCCOCCOc1cc(Br)ccc1OCCOCCOCCO2
→ -2.99, -2, -30.0
- COc1ccccc1NS(=O)(=O)c1cc(C(=O)NCCN2CCOCC2)ccc1Cl
→ 0.53, -0.41, 30.0
- O=C(CSc1nc2ccccc2s1)NNC(=S)Nc1ccc(Br)cc1
→ -0.49, -1.12, .
- CC1=C(C)CC(C(=O)Nc2ccc3c(c2)OCO3)C(C(=O)O)C1 (stereo not given)
→ ., ., -19.1
- C/C(N)=C(/C#N)C(=O)CSc1nnnn1-c1ccc(C)cc1
→ 0.37, 1.21, .
- O=C(NNC1=C(C(=O)C(F)(F)F)CCC1)c1ccccc1Cl
→ 0.1, 0.33, 17.1
- Cc1ccccc1Cn1c(=O)n(-c2ccccc2)c(=O)c2ccc(C(=O)NCc3ccco3)cc21
→ -0.27, 0.8, -17.1
- COC(=O)c1ccc(NC(=O)C2CC(=O)N(c3ccc(C)cc3)C2)cc1 (stereo not given)
→ 0.16, 0.65, -337.8
- CCOC(=O)c1c(C)c(-c2ccccc2)n(CC(=O)N2CCN(C)CC2)c1C
→ -1.01, -0.77, .
- Cc1cc(S(=O)(=O)NC2CCCC2)ccc1F
→ 0.19, -0.46, 57.3
- O=C(Cn1c(=O)c2c(ncn2C2CCCC2)n(Cc2ccccc2)c1=O)N1CCc2ccccc21
→ -0.71, -0.1, .
- CC(C)C(=O)NC(=S)Nc1ccccc1F
→ -1.02, -0.6, .
- COC(=O)CN(c1cccc(F)c1)S(C)(=O)=O
→ 2.44, 3.09, 27.6
- COc1ccc2[nH]c(=O)c(CN(C(=O)c3cccnc3)c3ccc(C)cc3)cc2c1
→ -0.13&-0.12, -0.75&-0.54, -21.9
- CCOC(=O)c1c(C)[nH]c(C(=O)CSc2nnc(-c3cccs3)n2Cc2ccccc2)c1C
→ 0.54, 2.48, 46.5
- CN(C)S(=O)(=O)N1CCN(c2cccc(Cl)c2)CC1
→ 0.98, 1.07, 5.4
- CCOCCCn1c(C)nc2c(c1=O)c1nc3ccccc3nc1n2-c1ccc(C)cc1
→ 0.53, 1.64, ?

# Part of the list above in a different format.
molecule	sdo1 growth	sdo1 growth Rescue 24 h	INS promoter inh
C/C(N)=C(/C#N)C(=O)CSc1nnnn1-c1ccc(C)cc1	0.37	1.21	.
O=C(CSc1nc2ccccc2s1)NNC(=S)Nc1ccc(Br)cc1	-0.49	-1.12	.
COC(=O)c1ccc(NC(=O)C2CC(=O)N(c3ccc(C)cc3)C2)cc1 (stereo not given)	0.16	0.65	-337.8

# Further records:
# Results follow in this order: sdo1 growth, sdo1 growth Rescue 24 h, INS promoter inh
- COc1ccc(NC(=O)OC(CN2CCCCC2)C(F)(F)F)cc1 (stereo not given)
→ -0.31, 0.07, -76.0
- CC(C)(C)C1CCc2c(C(=O)N/N=C/c3cccs3)csc2C1 (stereo not given)
→ -0.55, -0.36, .
- CC(C)Cc1cc(C(=O)NCCN2CCOCC2)no1
→ 0.92, 1.22, 0.0
- Cc1ccc(S(=O)(=O)N2CCCC2C(=O)Nc2cc(C)on2)cc1 (stereo not given)
→ -0.09, -0.65, 14.3
- Cc1onc(-c2ccccc2)c1C(=O)OCC(=O)c1ccccc1
→ -0.29, -0.66, .
- COc1ccc(Oc2nnc(C)c3ccccc23)cc1
→ 0.44, 0.68, -16.7
- Cc1ccc(C(=O)O/N=C(\N)c2ccc(Br)cc2)cc1C
→ -2.07, -1.41, 3.3
- CCOC(=O)c1c(C)nc(C)c(C(=O)OCC)c1-c1ccc(Br)cc1
→ 1.22, 1.05, .
- Cc1ccc(NC2=C(N3CCCCC3)C(=O)c3ccccc3C2=O)cc1
→ -0.64, -0.7, -10.0
- COc1ccc(CN(C(=S)Nc2ccccc2)C2CC(=O)N(c3ccccc3)C2=O)cc1 (stereo not given)
→ 0.13, -0.1, .
- COc1cc(OC)cc(C(=O)NCC(=O)N2CCC(C)CC2)c1
→ 0.34[14.6 µM], 0.49, -44.4
- N#CCCn1c(C(C#N)(CCC#N)CCC#N)nc2ccccc21
→ 0.36, -0.4, .
- CC(=O)Nc1cccc(NC(=O)CCc2ccccc2)c1
→ 0.22, -0.5, 50.0
- CCCCN1C(=O)CC(Sc2ccccc2C(=O)O)C1=O (stereo not given)
→ -0.09, -0.41, -8.6

# Some of the compounds tested; count on the stated rates, not on these rows.
